Screening data from PubChem.
PolyA inh – inhibitors of polyadenylation in S. cerevisiae | S. cerevisiae SKY197-pL101 polyadenylation reporter, beta-gal luminescence; efflux-impaired pdr1/pdr3 knockout yeast; score 100 = 6 SD above DMSO | calls only at 12 µM | 300,000 compounds, 0.02% hits;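 active = lowest replicate activity score at least 50, where 100 means six control SD above control mean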;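 note: yeast exposed to compound for 9 h at 30 °C; higher score means more reporter readthrough which indicates perturbed polyadenylation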
GSK3B inh – blocks human GSK3beta kinase activity. GST-GSK3beta kinase, ADP-Glo luminescence, 60 min; stronger effect = lower value. activity score (negative = inhibition), % at 10 µM. 300,000 compounds, 0.038% hits. AID 2097;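 active = more than half of replicate wells score below -50%, meaning over 50% inhibition versus plate controls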;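 note: 0% = median DMSO wells and -100% = median GW8510 positive control wells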
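Assay system: GST-tagged human GSK3beta kinase, cell-free; Input: 1.6 ng GSK3beta; Medium: Tris/MgCl2 kinase buffer; Timing: 60 min enzyme reaction, room temperature; Signal: ADP-Glo luminescence quantifying ADP generated by kinase; Evaluation: score relative to plate controls; Benchmarks: DMSO neutral wells and GW8510 at 20 µM as positive.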
RGS4 act – RGS4 potentiation or activation; 310,000 compounds, 0.92% hits; AID 463111; B-score at 10 µM; HEK293 M3R/inducible RGS4, carbachol calcium flux Fluo4; stronger effect = lower value;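 active = B-score of the integrated calcium signal more than 4 SD below the library mean, with starting fluorescence not abnormally high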;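 note: negative B-score means reduced calcium response which marks RGS4 activation or potentiation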
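Also added: carbachol at ECmax as muscarinic agonist stimulus; Assay system: HEK293 cells with stable M3R and inducible RGS4; Timing: overnight RGS4 induction, 30 min dye load 37 °C, 20 min compound RT; Measured by: Fluo4-AM (2 µM) calcium-flux fluorescence, kinetic read.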
hERG rescue – compounds protecting human hERG from proarrhythmic drug block; 310,000 compounds, 0.51% hits; activation (rescue from dofetilide block), less the hit threshold, % at 10 µM; AID 1511; Q12809; CHO-hERG, FluxOR thallium flux, dofetilide IC70 present;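 active = activation above the mean of controls blocked by dofetilide plus 5 SD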;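 note: thallium influx through hERG after potassium depolarization seen as dye fluorescence rise; in these data hits start at about 4.7%; inactives centre near -7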
GSK3 alpha inh – human GSK-3 alpha kinase inhibition; AID 2650; inhibition, % at 10 µM; 320,000 compounds, 0.1% hits; P49840; ADP-Glo luminescence, 60 min;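 in the data active = inhibition above about 50%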;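 note: GST-tagged GSK-3 alpha with peptide substrate and 25 µM ATP; 0% = DMSO neutral wells and 100% = GW8510 positive control wells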
KCNQ1 pot – human KCNQ1 channel potentiation or activation; 310,000 compounds, 0.35% hits; AID 2648; CHO-K1 KCNQ1, thallium flux FluxOR fluorescence; stronger effect = higher value; P51787; B-score at 10 µM;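 active = fluorescence ratio B-score, a plate-corrected score, at least three library SD, with initial intensity B-score within 5 SD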
Target sequence (P51787 whole entry, looked up): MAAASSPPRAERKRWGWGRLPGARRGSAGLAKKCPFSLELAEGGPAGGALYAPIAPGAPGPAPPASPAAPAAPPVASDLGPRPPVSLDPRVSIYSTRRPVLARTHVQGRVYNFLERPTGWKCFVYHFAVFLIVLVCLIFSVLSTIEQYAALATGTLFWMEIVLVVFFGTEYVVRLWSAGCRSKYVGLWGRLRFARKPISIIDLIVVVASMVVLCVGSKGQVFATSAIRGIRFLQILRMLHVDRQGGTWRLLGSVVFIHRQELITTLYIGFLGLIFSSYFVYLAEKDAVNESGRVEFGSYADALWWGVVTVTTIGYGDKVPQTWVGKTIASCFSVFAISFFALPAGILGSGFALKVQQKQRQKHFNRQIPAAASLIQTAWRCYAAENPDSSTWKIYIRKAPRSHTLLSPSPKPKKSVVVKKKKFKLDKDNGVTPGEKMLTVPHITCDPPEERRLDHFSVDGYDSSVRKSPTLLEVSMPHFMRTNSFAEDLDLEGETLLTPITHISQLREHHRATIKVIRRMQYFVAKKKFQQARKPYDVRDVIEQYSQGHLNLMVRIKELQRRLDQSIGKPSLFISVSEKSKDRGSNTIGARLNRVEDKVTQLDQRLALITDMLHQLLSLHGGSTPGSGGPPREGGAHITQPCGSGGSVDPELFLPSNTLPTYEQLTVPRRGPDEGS
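Assay system: CHO-K1 cells stably expressing KCNQ1. Medium: assay buffer for compound exposure, DMSO matched across wells. Timing: 37 °C overnight plating, 90-min dark dye load, 20-min compound pretreatment. Signal: kinetic FluxOR fluorescence, 10 s baseline plus 110 s post-stimulus.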
Dyrk1A ADPGlo – Dyrk1A (rat) kinase inhibition | ADP-Glo luminescence, NFATc1 peptide | inhibition, % at 12.5 µM | 310,000 compounds, 0.43% hits; in the data active = inhibition above about 50%;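 note: plate controls were vehicle with enzyme for no effect and no enzyme for full effect; many of its hits are not listed in these tables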
RGS4 block – inhibitors of human RGS4; B-score at 10 µM; AID 463165; P49798; HEK293 M3R/RGS4 inducible, Fluo-4 calcium flux; stronger effect = higher value; triggered by carbachol at its EC20; 310,000 compounds, 0.45% hits;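 active = B-score, a plate-corrected calcium signal, over three deviations above library mean, with baseline fluorescence within five deviations of library mean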;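 note: RGS4 expression induced by doxycycline in cells with stable M3 receptor; B-score is computed from the integrated fluorescence ratio over baseline after carbachol; higher B-score means a larger calcium signal and so more RGS4 inhibition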
Target sequence (P49798 whole entry, looked up): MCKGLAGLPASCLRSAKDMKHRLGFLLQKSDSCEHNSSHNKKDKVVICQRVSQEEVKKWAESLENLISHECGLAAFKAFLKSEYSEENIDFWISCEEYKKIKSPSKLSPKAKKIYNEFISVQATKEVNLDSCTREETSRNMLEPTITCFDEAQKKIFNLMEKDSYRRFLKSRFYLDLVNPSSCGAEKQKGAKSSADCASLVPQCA
KCNQ1 block – blocks the human KCNQ1 potassium channel. P51787. CHO-K1 KCNQ1, FluxOR thallium flux fluorescence; stronger effect = higher value. B-score at 10 µM. 310,000 compounds, 1.3% hits;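 active = compounds whose thallium flux B-score, printed positive for inhibition, exceeds three library SD while starting fluorescence stays within three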;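 note: channel opened by potassium depolarization with thallium stimulus after 20 min compound exposure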
KCNK3 inh – human KCNK3 channel inhibition, primary screen; O14649; 340,000 compounds, 0.84% hits; B-score at 10 µM; AID 602410; CHO-KCNK3 thallium flux, FluxOR fluorescence; stronger effect = lower value;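 active = B-score under library mean minus 4 SD, starting fluorescence ratio at most library mean plus 5 SD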;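 note: more negative B-score means stronger inhibition of thallium flux through KCNK3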
KCNK9 block – human KCNK9 channel inhibition | Q9NPC2 | HEK293 KCNK9, FluxOR thallium flux fluorescence; stronger effect = lower value | B-score at 10 µM | 310,000 compounds, 1.2% hits | AID 488922;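 active = ratio B-score over 3 SD below the library mean, with starting fluorescence within 5 SD of its mean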;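 note: negative B-score means less thallium flux so channel inhibition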
Active calls of the source: *; i = inactive; · = not tested or not shown.

SMILES | PolyA inh | GSK3B inh | RGS4 act | hERG rescue | GSK3 alpha inh | KCNQ1 pot | Dyrk1A ADPGlo | RGS4 block | KCNQ1 block | KCNK3 inh | KCNK9 block
c1ccc(COC(CN2CCCCCC2)CN2CCCCCC2)cc1 | i | 2 | i | -4 | -1 | i | 9 | i | i | i | i
Cc1ccc(Sc2ccc(N)cc2C#N)cc1 | i | -1 | -8.8* | -11 | -3 | i | -6 | i | i | i | i
C=CCNc1nc(Cl)nc(Nc2ccc(OC)cc2OC)n1 | i | 0 | i | -5 | -3 | i | -1 | i | i | i | i
CC1=CC(C)(C)n2c(O)c(N=NC(N)=S)c3c(C)ccc1c32 | i | 0 | i | 1 | -1 | i | -5 | i | i | i | i
O=C(NNC(=O)C12CC3CC(CC(C3)C1)C2)c1cccc(O)c1 | i | -4 | i | -10 | 0 | i | -5 | i | i | i | i
CCc1ccc(OCCNC(=O)c2cc(SC)ccc2Cl)cc1 | i | 1 | i | -14 | -6 | i | 5 | i | i | i | i
COc1ccccc1OCc1cc(-c2ccccc2)no1 | i | 2 | i | -6 | 2 | i | 1 | i | i | i | i
CCCn1c2c(c(=N)c3c1CCC3)CCC2 | i | -1 | i | -6 | -2 | i | · | i | i | i | i
CCCCNC(=O)/C(C#N)=C/c1ccc(F)cc1F | i | 0 | i | -8 | 1 | i | 3 | i | i | i | i
CCCCCn1c(Br)nc2c1c(=O)n(CC(N)=O)c(=O)n2C | i | 0 | i | -12 | -3 | i | 6 | i | i | i | i
CCc1ccc(-n2c(C)cc(/C=N/NC(=O)c3ccncc3)c2C)cc1 | i | -5 | i | -3 | -2 | i | · | i | i | i | i
CCc1cccc(C)c1NC(=O)Cc1ccsc1 | i | 1 | i | 1 | -1 | i | 2 | i | i | i | i
COc1ccc(-c2c(C(F)(F)F)nn(C)c2NC(C)=O)cc1 | i | 0 | i | -5 | 0 | i | 0 | i | i | i | i
Cc1cccc(NS(=O)(=O)c2cccc([N+](=O)[O-])c2)n1 | i | -2 | i | -12 | -5 | i | -1 | i | i | i | i
Cc1ccc2c(N)[nH]nc2n1 | i | 4 | i | -11 | 3 | i | -1 | i | i | i | i
Cc1ccc(C(=O)OCC(=O)N2CCOCC2)c(C)c1 | i | -2 | i | -6 | -3 | i | -1 | i | i | i | i
C/C(=N\Nc1nc(N)cc(Cl)n1)c1cccc(N)c1 | i | -4 | i | -3 | 1 | i | -2 | i | i | i | i
COc1ccc(CNC(=O)C2CCC(=O)N2C(C)C)c(OC)c1 (stereo not drawn) | i | -1 | i | -5 | 0 | i | 3 | i | i | i | i
Cc1cccc(-c2nsc(SCC(=O)Nc3cc(C)on3)n2)c1 | i | 2 | i | -10 | 7 | i | -6 | i | i | i | i
CCCn1c(SCC(=O)Nc2ccccc2Cl)n[nH]c1=O | i | -5 | i | -13 | 4 | i | 1 | i | i | i | i
CCOC(=O)c1sc(NC(=O)COC(=O)C(CCSC)NC(C)=O)nc1C (stereo not drawn) | i | 2 | i | -6 | 4 | i | 1 | i | i | i | i
NS(=O)(=O)c1ccc(Nc2nc(-c3ccc(O)cc3)cs2)cc1 | i | -18 | i | -20 | 27 | i | 30 | i | i | i | i
CCOc1ccccc1NC(=O)C1CCCN(S(=O)(=O)c2ccc(OC)c(C)c2)C1 (stereo not drawn) | i | 3 | i | -2 | -1 | i | -1 | i | i | i | i
CCOC(=O)C1C(=O)NC(SCC(=O)Nc2nccs2)=C(C#N)C1c1ccccc1OCC (stereo not drawn) | i | 1 | i | -5 | 1 | i | 2 | i | i | i | i
C#CCn1c(=NC(=O)CN2C(=O)CCC2=O)sc2cccc(OC)c21 | i | 4 | i | -17 | 0 | i | 1 | i | i | i | i
CN1CCN(CCCOc2ccc(-c3ccccc3)cc2)CC1 | i | -3 | -9.3* | -7 | 1 | i | · | i | i | i | i
Cc1cc(C)c2c(-n3cccc3)c(C(=O)NNS(=O)(=O)c3ccc(Br)cc3)sc2n1 | i | 1 | i | -24 | -1 | i | -5 | i | i | i | i
CCOc1ccc(C)cc1S(=O)(=O)N1CCCCC1 | i | -1 | i | -3 | 0 | i | -10 | i | i | i | i
COc1nc(NS(=O)(=O)c2ccc(C)cc2)nc(C)c1Cl | i | 2 | i | -3 | -6 | i | -4 | i | i | i | i
CCOC(=O)N1CCN(C(=O)c2ccccc2N(Cc2ccccc2)S(=O)(=O)c2ccccc2)CC1 | i | 1 | i | -14 | 0 | i | 12 | i | i | i | i
CCN(NC(=O)C(O)(c1ccc(F)cc1)c1ccc(F)cc1)C(=O)c1ccccc1 | i | 0 | i | -1 | -1 | i | 0 | i | i | i | i
S=C(NCCc1ccccc1)Nc1ccccc1Cl | i | 1 | i | -5 | -3 | i | -2 | i | i | i | i
O=C(Nc1ccccc1)N(C1=NCCC1)c1ccccc1 | i | -2 | i | -8 | -2 | i | 2 | i | i | i | i
O=C(CSc1ncn(-c2ccccc2)n1)Nc1nccs1 | i | 0 | i | -6 | 0 | i | -2 | i | i | i | i
COc1ccc(S(=O)(=O)NC(C)C(=O)NCC2CCCO2)cc1OC (stereo not drawn) | i | 4 | i | -7 | 4 | i | 6 | i | i | i | i
CCCCN(C(=O)c1ccc(C)c(S(=O)(=O)N2CCOCC2)c1)c1c(N)n(CC(C)C)c(=O)[nH]c1=O | i | 0 | i | -11 | 0 | i | 0 | i | i | i | i
Cc1cc(C)c(C#N)c(SCC(=O)Nc2ccccc2)n1 | i | -2 | i | -8 | 21 | i | 1 | i | i | i | i
COC(=O)c1ccc(COc2ccc(-c3nnn(CC(N)=O)n3)cc2)cc1 | i | 0 | i | -5 | 0 | i | -7 | i | i | i | i
COC(=O)c1cc(Br)c(=O)n(Cc2ccc3c(c2)OCO3)c1 | i | -3 | i | -11 | 0 | i | -2 | i | i | i | i
O=C(NCCO)c1ccc(CSc2nc3ccccc3[nH]2)cc1 | i | 0 | i | 1 | 0 | i | 3 | i | i | i | i
CCNC(=O)CC(=O)Nc1ccccc1C(=O)O | i | 1 | i | 1 | -1 | i | -1 | i | i | i | i
C(=C\c1ccccc1)/C=N/n1cnnc1 | i | 1 | i | -8 | 1 | i | -3 | i | i | i | i
COC(=O)c1ccc(N2CCN(S(=O)(=O)c3ccc(Br)cc3)CC2)c([N+](=O)[O-])c1 | i | 1 | i | -1 | -2 | i | 0 | i | i | i | i
O=C(CN(C(=O)CCNC(=O)c1ccco1)c1ccccc1)NC1CCCC1 | i | 1 | i | -9 | 0 | i | -6 | i | i | i | i
C/C(=N/NC(=O)CNc1ccc(C)cc1)c1ccc(Cl)cc1 | i | -1 | i | -4 | -5 | i | -1 | 5.5* | i | i | i
O=C(CCNS(=O)(=O)c1ccc(Br)s1)NCc1ccc2c(c1)OCO2 | i | -1 | i | -12 | 0 | i | 12 | i | i | i | i
COc1ccc(OC)c(CCNC(=O)CS(=O)(=O)Cc2nc(-c3ccc(C)cc3)oc2C)c1 | i | 5 | i | -13 | -4 | i | -4 | i | i | i | i
C#CCOc1c(Br)cc(/C=C2/C(=O)ON=C2C)cc1OC | i | 1 | i | -6 | -3 | i | -2 | i | i | i | i
Cc1ccc(N=C2N=C(N)c3ccccc32)c(C)c1 | i | 0 | i | -8 | -2 | i | 12 | i | i | i | i
Cc1cc2nc3ccc(=[N+](C)C)cc-3sc2cc1N | i | 1 | -8.4* | -12 | · | i | 7 | i | 6* | i | i
C/C(=N/NC(=O)c1ccc(-c2ccccc2)cc1)c1cc(O)cc(O)c1 | · | 1 | i | -12 | · | i | 2 | i | i | i | i
CCCC(=O)Nc1nnc(/C=C/c2ccccc2)s1 | i | -1 | i | -12 | 0 | i | 5 | i | i | i | i
COc1cc(=O)[nH]c(SCc2c(F)c(F)c(F)c(F)c2F)n1 | i | 2 | i | -10 | -4 | i | -1 | i | i | i | i
COc1ccc(C(=O)NC(=S)Nc2ccc3c(c2)Cc2ccccc2-3)cc1 | i | -2 | · | · | 1 | · | 3 | · | · | i | ·
O=C(c1ccc2c(c1)N(Cc1ccccc1F)C(=O)c1ccccc1S2(=O)=O)N1CCCC1 | i | 0 | i | 3 | -2 | i | -2 | i | i | i | i
COc1cccc(Nc2nc(-c3sc(NC(=O)c4ccccc4)nc3C)cs2)c1 | i | -1 | i | -3 | 1 | i | -3 | i | i | i | i
O=C(NCc1ccc(F)cc1)C1CCCN1C(=O)NCc1ccccc1 (stereo not drawn) | i | 0 | i | -9 | -1 | i | 5 | i | i | i | i
CC1CCCC(C)N1C(=O)COC(=O)CNC(=O)c1ccc(Cl)cc1Cl (stereo not drawn) | i | 3 | i | -11 | 0 | i | 9 | i | i | i | i
Cc1nc2cc(NCc3nc4ccccc4n3Cc3ccccc3)ccc2n1C | i | -1 | i | -23 | · | i | -1 | i | i | i | i
O=C(Nc1ccc(Cl)c(Cl)c1)N1CCSC1c1ccco1 (stereo not drawn) | i | 1 | i | -10 | -1 | i | -5 | i | 10* | i | -11*

Record cards (already shown).
`C/C(=N/NC(=O)c1ccc(-c2ccccc2)cc1)c1cc(O)cc(O)c1` as listed: PolyA inh = ·; GSK3B inh = 1; RGS4 act = i; hERG rescue = -12; GSK3 alpha inh = ·; KCNQ1 pot = i; Dyrk1A ADPGlo = 2; RGS4 block = i; KCNQ1 block = i; KCNK3 inh = i; KCNK9 block = i
`C(=C\c1ccccc1)/C=N/n1cnnc1` as listed: PolyA inh = i; GSK3B inh = 1; RGS4 act = i; hERG rescue = -8; GSK3 alpha inh = 1; KCNQ1 pot = i; Dyrk1A ADPGlo = -3; RGS4 block = i; KCNQ1 block = i; KCNK3 inh = i; KCNK9 block = i
`O=C(c1ccc2c(c1)N(Cc1ccccc1F)C(=O)c1ccccc1S2(=O)=O)N1CCCC1` as listed: PolyA inh = i; GSK3B inh = 0; RGS4 act = i; hERG rescue = 3; GSK3 alpha inh = -2; KCNQ1 pot = i; Dyrk1A ADPGlo = -2; RGS4 block = i; KCNQ1 block = i; KCNK3 inh = i; KCNK9 block = i

The list is partial. The share of hits here may be higher or lower than overall.
